Source: PubChem BioAssay
KOR beta-arrestin-1 – KOR agonists, beta-arrestin recruitment, primary screen, cell-based, luminescence, uHTS (AID 1777) | KOR beta-arrestin recruitment, luminescence; higher % means a stronger effect | 280,000 tested, 0.02% active | activation, % at 10 µM, or EC50 in µM where a hit was titrated; in the data active = activation above about 50%, passing the limit was not always enough; also: a part of the inactive calls stands beside numbers as strong as those of hits
LYP phosphatase – inhibitors of LYP phosphatase, biochemical, fluorescence intensity, uHTS (AID 1779). recombinant LYP phosphatase, fluorescence intensity; higher % means a stronger effect. inhibition, % at 11.5 µM; hits with a dose series show IC50 in µM. 290,000 tested, 0.054% active;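 also: plate controls were vehicle with enzyme for no effect and no enzyme for full effect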
TNAP activation fold – stimulation of alkaline phosphatase TNAP activity – biochemical, luminescent, no phosphate acceptor, uHTS, primary screen (AID 1001); one-dose activation fold at 20 µM; EC50 in µM for titrated hits; 200,000 tested, 0.03% active; purified TNAP, luminescent activation assay, no phosphate acceptor; higher activation fold means a stronger effect; in the data active = activation fold from about 3, or a potency from the dose series; inactive = the rest, 99 in 100 with activation fold below about 1.6; also: many of its hits are not listed in these tables
human PMI inhibitors – MPI inhibition at elevated mannose 6-phosphate – biochemical, fluorescence intensity, high mannose 6-phosphate, primary screen (AID 1220); recombinant PMI enzyme, coupled fluorescence intensity; higher % means a stronger effect; inhibition, % at 20 µM; hits with a dose series show IC50 in µM; 190,000 tested, 0.66% active
XIAP antagonists – small molecules displacing peptide from XIAP – biochemical, IAP family, fluorescence polarization (AID 1018); XIAP BIR domain, fluorescence polarization peptide displacement; higher % means a stronger effect; displacement, % at 20 µM; hits with a dose series show IC50 in µM; 200,000 tested, 0.007% active; in the data active = displacement above about 50%; also: a part of the inactive calls stands beside numbers as strong as those of hits
PMI inhibitors – MPI enzyme activity inhibition – biochemical, fluorescence intensity, coupled assay, primary screen (AID 1209). inhibition, % at 20 µM; hits with a dose series show IC50 in µM. purified PMI enzyme, coupled fluorescence intensity; higher % means a stronger effect. 190,000 tested, 0.42% active;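 also: plate controls were DMSO vehicle for no effect and wells lacking substrate for full effect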
KOR beta-arrestin-2 – kappa opioid receptor blockers – cell-based, luminescence, uHTS (AID 1778) | inhibition, % at 10 µM; hits with a dose series show IC50 in µM | 290,000 tested, 0.091% active | KOR beta-arrestin recruitment, luminescence, antagonist mode; higher % means a stronger effect; also: strong numbers were not always called active
HEK293 NOD2/NF-kB – NOD2 signaling inhibitors, cell-based, luminescence, uHTS, HEK293 (AID 1566). HEK293 NOD2/NF-kB luciferase reporter, luminescence; higher % means a stronger effect. inhibition, % at 4 µM, or EC50 in µM where a hit was titrated. 290,000 tested, 0.63% active; also: many of its hits are not listed in these tables
NOD1 NF-kB reporter – inhibition of NOD1-driven NF-kB reporter – cell-based, luminescence, uHTS, primary screen (AID 1578); NOD1-driven NF-kB luciferase reporter cells, luminescence; higher % means a stronger effect; one-dose inhibition, % at 4 µM; EC50 in µM for titrated hits; 290,000 tested, 1% active; in the data active = inhibition mostly above about 36%, no sharp cut-off; inactive = mostly below about 34%;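 also: HEK-293T reporter cells stimulated with the NOD1 agonist gamma-tri-DAP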
* hit, by the source's call; · = no result given; [ ] = remark or other dose. Rule as the data show it, unless noted: active = inhibition above about 50%; inactive = the rest. This is a subset. The share of hits here may be higher or lower than overall.

SMILES	KOR beta-arrestin-1	LYP phosphatase	TNAP activation fold	human PMI inhibitors	XIAP antagonists	PMI inhibitors	KOR beta-arrestin-2	HEK293 NOD2/NF-kB	NOD1 NF-kB reporter
COc1cc(OC)c(C(=O)NC2CCCc3ccccc32)cc1OC (configuration not stated)	1.1%	-5.4%	·	·	·	·	-18.2%	29.9%	-33.4%
CCC1(CC)NC(=O)N(Cc2nc3ccccc3s2)C1=O	-3.4%	-5.1%	1.2	-6.2%	3.4%	-11.9%	0.6%	-3.0%	-10.0%
CC(=O)NCCc1cc2ccc(C)cc2[nH]c1=O	-0.5%	-2.7%	1.1	5.8%	2.0%	6.2%	-6.0%	6.3%	-6.3%
O=C(Cc1cccs1)Nc1ccc(F)c(F)c1	2.8%	-5.9%	·	·	·	·	-49.3%[20 µM]	-4.4%	-16.0%
O=C(Nc1ccc(Cl)cc1)C1CCCN(c2ncnc3c2nc2n3CCCCC2)C1 (configuration not stated)	-0.8%	6.3%	·	·	·	·	-6.8%	17.5%	-17.8%
CCOC(=O)Cc1csc(NC(=O)/C=C/c2cccc(Br)c2)n1	-0.2%	-0.7%	1	10.3%	-7.7%	7.2%	-13.5%	12.7%	-8.4%
CC(C)n1nc(C(=O)NCc2ccc3c(c2)OCO3)c2ccccc2c1=O	-0.4%	-1.7%	1.2	4.8%	-5.4%	2.1%	6.8%	-2.0%	-4.9%
CCCN(CCC)S(=O)(=O)c1ccc(NC(=O)C2CCCO2)cc1 (configuration not stated)	0.9%	-3.5%	1.1	-7.5%	2.2%	-5.3%	-47.3%	-8.4%	-24.9%
CCCN1CCN(C(=O)CCCn2c(C)c3cnn(-c4ccccc4)c(=O)c3c2C)CC1	2.0%	0.0%	1.2	1.6%	-0.1%	-4.6%	-44.8%	-10.6%	-35.9%
COc1ccc(-c2csc(NC3OC(=O)c4c3ccc(OC)c4OC)n2)cc1OC (configuration not stated)	-2.8%	1.4%	·	·	·	·	-1.5%	-3.8%	2.6%
CC1(C)CNC(=O)c2sc(NC(=O)c3ccccc3)nc2C1	-8.0%	-1.1%	1.2	13.2%	-5.0%	-2.9%	3.3%	-31.2%	-55.5%
Cc1c(C(=O)O)oc2c1C(=O)CC(C)(C)C2	·	2.9%	1	·	-2.6%	·	-12.3%[20 µM]	14.6%	-24.1%
CCC(CC)C(=O)Nc1cccc(C(=O)N2CCCC2)c1	-7.4%	-1.7%	1	10.8%	-6.4%	16.2%	19.8%	12.1%	-2.7%
Cc1occc1C(=O)Nc1ccccc1C(=O)O	-3.1%	-5.9%	1.1	12.7%	1.0%	-9.3%	14.5%	6.8%	-11.3%
CCCc1nn(-c2cc(Cl)ccc2OC)c2c1C(=O)CC(C)(C)C2	3.1%	-4.2%	1	14.6%	-4.8%	12.5%	12.9%	12.0%	-9.4%
O=C(O)c1ccc(S(=O)(=O)N2CCc3ccccc3C2)cc1	2.7%	-4.9%	·	·	·	·	-5.1%	-7.8%	-16.7%
O=C(NCc1cccc(C(F)(F)F)c1)c1ccc2c(c1)OCO2	-0.6%	-7.8%	·	·	·	·	-20.2%	-20.4%	-49.8%
CN(Cc1c(F)cccc1Cl)C(=O)c1cnc2ccccc2n1	1.9%	-2.2%	·	·	·	·	-12.1%	0.2%	-18.8%
Cc1ccnc(S(=O)(=O)Cc2ccc([N+](=O)[O-])cc2)n1	5.2%	-8.3%	·	·	·	·	-23.9%	-31.5%	-9.8%
Cc1ccc2c(ccc(=S)n2C)c1	-1.8%	-6.8%	1.1	-168.8%	-3.9%	-91.0%	-41.7%	3.5%	-18.6%
O=C(CN1C(=O)S/C(=C\c2ccccc2)C1=O)NNC(=O)c1ccccc1O	0.7%	3.2%	2.2	-19.3%	-6.6%	-12.1%	1.3%	2.9%	-21.2%
CCN(CC)CCNc1nc2c(c(=O)n(C)c(=O)n2C)n1C/C=C(/C)Cl	-1.4%	-6.3%	1.1	-3.3%	-4.0%	3.5%	0.7%	-13.1%	-14.5%
O=S(=O)(Nc1ccccc1F)c1ccc2nsnc2c1	-5.7%	-0.6%	1.1	-2.7%	-2.7%	1.7%	35.4%	2.8%	-4.2%
CCN(CC)C1=CC(=[N+]2CCCC2)CC(C)(C)C1	2.7%	9.0%	1.1	-2.0%	-5.5%	5.0%	31.4%	13.9%	-11.8%
CCOc1ccc(N(CC(=O)Nc2ccccc2C(=O)NCc2ccco2)S(C)(=O)=O)cc1	-3.0%	-3.9%	1.1	10.1%	-3.8%	10.8%	20.0%	-2.4%	-34.0%
COc1cc(-c2cc(C(=O)NCCc3ccc(S(N)(=O)=O)cc3)c3ccccc3n2)cc(OC)c1OC	-5.9%	-2.7%	·	·	·	·	33.1%	0.4%	-3.1%
Cc1ccc(-n2c(C)cc(C(=S)N3CCOCC3)c2C)cc1C	3.8%	4.0%	1	12.7%	-3.7%	12.0%	-27.1%	3.0%	7.7%
CCCNC1=C(C)C(=O)CC1	4.9%	-2.8%	1	-5.5%	-5.9%	-12.8%	-23.3%	-6.0%	-19.4%
O=C(/C=C/c1ccc(F)cc1)NCCCN1CCN(CCCNC(=O)/C=C/c2ccc(F)cc2)CC1	-3.0%	-5.2%	1	11.1%	-3.2%	7.8%	-21.2%	24.1%	7.1%
CC/C(=N\NC(=O)c1ccc(-c2ccccc2)cc1)C12CC3CC(CC(C3)C1)C2	0.2%	2.4%	1	-8.8%	-2.8%	-2.6%	-6.2%	-11.2%	-30.1%
Cc1ccc(-c2nnc(SCC(=O)N3CCCC3)o2)cc1	2.2%	-15.3%	1.1	6.9%	-1.0%	9.4%	-20.6%	-37.3%	-58.3%
O=C(NCC(c1cccnc1)N1CCN(c2ccc(F)cc2)CC1)C1CCCCC1 (configuration not stated)	-1.3%	-6.9%	1.1	4.3%	-3.8%	5.4%	21.9%	10.5%	11.0%
COc1cc(C(=O)NCCNC(=O)c2ccc(C)nc2)cc(OC)c1OC	-4.3%	-9.3%	·	·	·	·	5.6%	9.1%	-26.8%
CCOc1ccc(/C=N\NC(=O)c2c(C)nc3cc(C)ccn23)cc1	-4.8%	-7.4%	·	·	·	·	-38.0%[20 µM]	10.4%	-22.6%
COc1cc(C(=O)NC2CCCc3ccccc32)cc(OC)c1OC (configuration not stated)	-0.3%	-11.6%	·	·	·	·	-10.2%	8.6%	-28.7%
Cc1cccc2nc(CSc3ccc(Cl)cc3)cn12	-4.5%	-4.7%	1.1	12.2%	-6.7%	16.2%	-48.1%[20 µM]	-76.0%	-47.1%
CCOC(=O)C1(C)C=C(Nc2cccc(OC)c2)C(=O)N1c1ccccc1 (configuration not stated)	1.8%	-1.7%	·	·	·	·	14.2%	-35.4%	-1.1%
COc1ccc(C(=O)Nc2sc3c(c2C(=O)O)CC(C)(C)OC3)cc1	7.5%	-0.4%	1.1	8.9%	-6.3%	-0.6%	-12.2%	8.8%	-23.2%
Cc1ccc(SCc2ccc(C(=O)Nc3cccc([N+](=O)[O-])c3)cc2)cc1	12.4%	-6.0%	1.1	0.2%	-3.0%	-3.0%	-107.8%	10.9%	10.5%
CCOc1ccc(NC(=O)C2Cc3ccccc3CN2S(=O)(=O)CC)cc1 (configuration not stated)	-4.2%	2.2%	1.1	12.8%	-3.3%	4.5%	-3.5%	3.3%	-39.2%

Single records (already shown). Order of values: KOR beta-arrestin-1, LYP phosphatase, TNAP activation fold, human PMI inhibitors, XIAP antagonists, PMI inhibitors, KOR beta-arrestin-2, HEK293 NOD2/NF-kB, NOD1 NF-kB reporter
CC1(C)CNC(=O)c2sc(NC(=O)c3ccccc3)nc2C1 in the list: -8.0%, -1.1%, 1.2, 13.2%, -5.0%, -2.9%, 3.3%, -31.2%, -55.5%
CCOc1ccc(N(CC(=O)Nc2ccccc2C(=O)NCc2ccco2)S(C)(=O)=O)cc1 in the list: -3.0%, -3.9%, 1.1, 10.1%, -3.8%, 10.8%, 20.0%, -2.4%, -34.0%
CCN(CC)CCNc1nc2c(c(=O)n(C)c(=O)n2C)n1C/C=C(/C)Cl in the list: -1.4%, -6.3%, 1.1, -3.3%, -4.0%, 3.5%, 0.7%, -13.1%, -14.5%
CC(=O)NCCc1cc2ccc(C)cc2[nH]c1=O in the list: -0.5%, -2.7%, 1.1, 5.8%, 2.0%, 6.2%, -6.0%, 6.3%, -6.3%
CN(Cc1c(F)cccc1Cl)C(=O)c1cnc2ccccc2n1 in the list: 1.9%, -2.2%, ·, ·, ·, ·, -12.1%, 0.2%, -18.8%

Continuation.
SMILES	KOR beta-arrestin-1	LYP phosphatase	TNAP activation fold	human PMI inhibitors	XIAP antagonists	PMI inhibitors	KOR beta-arrestin-2	HEK293 NOD2/NF-kB	NOD1 NF-kB reporter
COCCNC(=O)C(=O)NCC1OCCN1S(=O)(=O)c1cc(F)ccc1F (configuration not stated)	4.4%	-5.6%	·	·	·	·	-6.9%	8.9%	-19.2%
CCC(=O)Nc1cc(-c2nn(C)c(=O)c3ccccc23)ccc1N1CCOCC1	0.1%	-9.8%	1.1	-9.4%	-6.9%	-10.1%	4.3%	15.8%	5.5%
Cc1cnn(C(=S)NCc2ccc(Cl)cc2)c1	-0.3%	-5.4%	1.1	9.0%	1.8%	15.3%	-32.6%	-4.8%	9.0%
O=c1c(Cc2ccc(F)cc2)c(O)ccn1Cc1ccc(Cl)cc1Cl	0.0%	-1.2%	1	18.8%	-7.8%	16.8%	-35.4%	-5.2%	23.6%
Cc1ccc(S(=O)(=O)Nc2ccccc2CNc2ccccn2)cc1	5.1%	8.9%	1.1	5.0%	-7.7%	16.5%	-1.6%	-35.4%	-35.4%
COc1ccc(S(=O)(=O)N(C)C)cc1NC(=O)CN1C(=O)NC2(CCCC2)C1=O	1.0%	-3.1%	·	·	·	·	-5.3%	-7.7%	-29.2%
C/C(CC(=O)Nc1ccc(OCc2ccccc2)cc1)=N\NC(=O)C(=O)Nc1cccc(C)c1	24.0%	-4.5%	1.2	-3.1%	-0.5%	-1.8%	5.5%	-26.7%	-15.7%
COc1ccc(N(C(=O)Cn2nnc3ccccc32)C(C(=O)NCc2ccco2)c2ccncc2)cc1 (configuration not stated)	-3.0%	-10.9%	·	·	·	·	-14.3%	15.1%	-1.8%
Cc1ccc(CNC(=O)CNC(=O)c2ccco2)cc1	5.1%	-7.8%	·	·	·	·	-21.7%	8.1%	-12.8%
COCCNC(=O)C(c1ccc(O)cc1)N(C(=O)CCC(=O)Nc1nccs1)c1ccc(C)cc1 (configuration not stated)	0.1%	-0.3%	1.1	-4.9%	-3.4%	-0.6%	-23.3%	-1.1%	-32.1%
C=CCNC(=O)c1onc(CSc2ccccc2F)c1C(=O)O	2.5%	-5.3%	1.1	-8.0%	-4.3%	-5.0%	-45.4%	-8.7%	3.6%
O=C(CN1C(=O)CSc2ncccc21)Nc1ccccc1F	-2.9%	-15.1%	·	·	·	·	-1.2%	7.4%	-1.7%
S=C(NCc1ccccc1)NC1CCCCC1	1.1%	-6.2%	1	6.6%	-1.7%	8.2%	17.1%	3.4%	-36.0%
COCc1cc(/C=N\NC(=O)COc2ccc(Cl)cc2)ccc1OC	1.7%	-10.5%	1.1	-2.0%	-0.3%	-8.9%	-17.5%	-2.3%	0.2%
COc1ccc(-c2nc(NC(C)=O)sc2-c2ccccc2)cc1	6.5%	-2.0%	1	14.6%	-14.5%	14.1%	-193.2%[20 µM]	·	·
O=Cc1ccccc1Oc1ccccc1	-1.9%	-2.7%	1.2	7.3%	-6.2%	6.4%	-8.9%	11.0%	-11.9%
